# M4 antag: human M4 muscarinic receptor antagonists, primary screen, CHO cells, Fluo-8 calcium fluorescence | Muscarinic acetylcholine receptor M4 (Homo sapiens), P08173 | CHO-hM4 cells, ACh EC80 | inhibition, % at 3 µM | hit rate 0.73% among 360,000 | AID 624125, 2012;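 active means inhibition above its plate's cutoff, the mean inhibition of sample wells plus 3 SD, cut at about 27% in these data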;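 further: 0% = acetylcholine EC80 with DMSO and 100% = DMSO without agonist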
# Target sequence (P08173 whole entry, looked up): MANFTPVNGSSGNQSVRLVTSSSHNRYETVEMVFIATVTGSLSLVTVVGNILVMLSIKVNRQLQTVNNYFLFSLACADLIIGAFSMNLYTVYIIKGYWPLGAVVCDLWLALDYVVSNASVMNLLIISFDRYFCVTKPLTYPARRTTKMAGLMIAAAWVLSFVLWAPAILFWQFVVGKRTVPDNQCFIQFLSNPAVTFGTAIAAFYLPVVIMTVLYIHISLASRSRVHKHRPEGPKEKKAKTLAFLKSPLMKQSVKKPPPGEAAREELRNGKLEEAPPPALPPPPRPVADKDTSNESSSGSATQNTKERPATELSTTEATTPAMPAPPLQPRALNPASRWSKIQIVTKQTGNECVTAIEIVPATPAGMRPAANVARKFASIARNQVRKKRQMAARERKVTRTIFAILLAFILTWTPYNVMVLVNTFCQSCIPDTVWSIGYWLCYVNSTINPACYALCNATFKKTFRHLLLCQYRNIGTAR
# CHRM4 agonist: human M4 muscarinic receptor agonists, primary screen, CHO-K1 cells, Fluo-8 calcium fluorescence; hit rate 0.14% among 360,000; activation, % at 3 µM; CHO-K1 hM4/Gqi5; vehicle 0%, full acetylcholine response 100%; AID 624127, 2012;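 active means activation above the run mean over all test wells plus 3 SD, cut at about 32% in these data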;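 further: peak over basal fluorescence ratio per well then scaled between controls; 0% = DMSO wells and 100% = acetylcholine at EC100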
# CHO parental Ca: ATP-evoked calcium signal inhibitors, parental CHO, primary screen, counter-screen for OX1R antagonist project, cell-based, fluorescence, Fluo-8 calcium dye | parental CHO-K1, ATP-induced calcium, Fluo-8 fluorescence | inhibition, % at 5.6 µM | hit rate 0.63% among 330,000;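 active means inhibition above that plate's mean sample inhibition plus 3 SD, cut at about 26% in these data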;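 further: 0% = ATP-challenged DMSO wells and 100% = DMSO wells without ATP; some compounds past the cut are filed as inactive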
#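 Measured by: calcium-sensitive Fluo-8 fluorescence / Test system: CHO parental line / Controls: ATP-challenged DMSO wells low, unchallenged DMSO wells high / Measure: % inhibition / Compound: single nominal dose of 5.6 µM per compound / Replicates: single well per compound, no replicates / Reagent: ATP as calcium-mobilizing challenge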
# CHRM1 agonist: human M1 muscarinic receptor agonists, primary screen, Fluo-8 calcium fluorescence, CHO-K1 cells, HTS; CHO-K1 hM1, agonist mode; 0% DMSO, 100% acetylcholine EC100; activation, % at 3 µM; AID 588814, 2011; hit rate 0.33% among 360,000;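 active means activation above the run's mean compound activation plus 3 SD, cut at about 16% in these data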;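 further: peak over basal fluorescence ratio within a 140 s kinetic read after compound addition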
# Target sequence (P11229 whole entry, looked up): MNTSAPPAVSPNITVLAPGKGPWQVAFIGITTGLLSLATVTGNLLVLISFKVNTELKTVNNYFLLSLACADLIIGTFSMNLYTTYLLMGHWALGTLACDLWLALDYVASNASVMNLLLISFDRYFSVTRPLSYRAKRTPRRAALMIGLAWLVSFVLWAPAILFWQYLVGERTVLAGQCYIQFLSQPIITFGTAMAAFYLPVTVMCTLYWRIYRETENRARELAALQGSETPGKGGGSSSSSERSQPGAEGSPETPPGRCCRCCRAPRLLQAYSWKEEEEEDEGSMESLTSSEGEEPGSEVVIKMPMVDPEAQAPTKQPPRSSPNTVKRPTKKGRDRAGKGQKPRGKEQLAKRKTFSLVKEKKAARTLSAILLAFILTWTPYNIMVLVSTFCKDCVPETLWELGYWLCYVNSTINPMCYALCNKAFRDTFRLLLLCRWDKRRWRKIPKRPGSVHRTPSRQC
# CHO-K1 Ca antag: M1 antagonist counterscreen hit in parental CHO-K1 cells; ATP-induced calcium, Fluo-8 fluorescence; inhibition, % at 3 µM; hit rate 0.6% among 360,000;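 active means inhibition above a per-plate cutoff, the plate's mean sample inhibition plus 3 SD, cut at about 24% in these data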;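 further: 0% = DMSO plus EC80 ATP and 100% = DMSO alone without ATP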
# M1 ag parental: counter-screen for M1 agonists: effect in parental CHO-K1 cells; Fluo-8 calcium fluorescence; scaled to maximal ATP response, vehicle zero; activation, % at 3 µM; hit rate 0.48% among 360,000; in the data active means activation above about 15%;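 further: untransfected CHO-K1 host cells lacking M1 receptor as counterscreen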
# OXTR potentiator: human OXTR potentiators, primary screen, fluorescence, CHO-OTR cells, Fluo-8 calcium. activation, % at 3 µM. Oxytocin receptor (Homo sapiens), P30559. Fluo-8 calcium fluorescence, potentiator mode; 0% = oxytocin EC15, 100% = EC100. hit rate 0.061% among 320,000;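 active means activation above that plate's cutoff, the mean activation of tested compounds plus 3 SD, cut at about 6.6% in these data, passing the limit was not always enough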;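 further: 100% uses oxytocin at 75 nM as the full agonist control; some results filed as inactive read as strong as hits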
#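 Assay system: CHO cell line stably expressing human OTR | Also added: Oxytocin at about EC15, sub-maximal agonist stimulus | Times: Compound 6 min at room temperature before oxytocin, 100 s read | Measured by: Fluo-8 intracellular calcium fluorescence, ex 470-495, em 515-575 nm | Controls: EC15 oxytocin alone as 0%, 75 nM oxytocin as 100%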
# M1 PAM: human M1 muscarinic receptor positive allosteric modulators, primary screen, CHO-K1 cells, Fluo-8 calcium fluorescence, 1536-well. Muscarinic acetylcholine receptor M1 (Homo sapiens), P11229. hit rate 0.088% among 360,000. CHO-K1 hM1, ACh EC20; 0% = ACh EC20, 100% = maximal ACh. activation, % at 3 µM; in the data active means activation above about 19%, passing the limit was not always enough
# CHRM1 antagonist: human M1 muscarinic receptor antagonists, primary screen, CHO-K1 cells, Fluo-8 calcium fluorescence, 1536-well. Muscarinic acetylcholine receptor M1 (Homo sapiens), P11229. CHO-K1 hM1, ACh EC80 antagonist. inhibition, % at 3 µM. hit rate 1.3% among 360,000;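 active means percent inhibition above its own plate's cutoff, namely the mean of that plate's compound wells plus 3 SD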;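 further: peak over basal fluorescence ratio during 140 s after agonist addition; 0% = ACh EC80 plus DMSO and 100% = DMSO alone without agonist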
# * = called active by the depositor; / = no result given.
# Screens in order: M4 antag, CHRM4 agonist, CHO parental Ca, CHRM1 agonist, CHO-K1 Ca antag, M1 ag parental, OXTR potentiator, M1 PAM, CHRM1 antagonist
> O=C(CSc1nc2ccccc2c(=O)n1-c1ccccc1F)NC1CCS(=O)(=O)C1 (stereo not drawn)
    -1.0, 0.9, -1.0, -3.5, -10.2, 0.1, -3.8, 8.6, -6.6
> O=C(CSc1nncn1-c1cccnc1)Nc1ccccc1C(F)(F)F
    9.0, 2.8, -10.6, -4.7, 4.1, 4.5, -2.3, 2.8, -1.3
> O=C(N/N=C/c1cc([N+](=O)[O-])ccc1Cl)c1cc(-c2ccccc2)nc2ccccc12
    -1.1, 0.5, -1.1, -1.1, -7.6, 0.6, -1.5, 5.7, -17.5
> S=c1[nH]nc(C2CCCCC2)n1/N=C/c1c(Cl)cccc1Cl
    -7.3, 0.2, -2.9, -1.1, -4.8, -0.2, -4.9, 7.0, -9.0
> O=C(O)c1cc(-c2ccc(/C=N/Nc3ccc([N+](=O)[O-])cn3)o2)ccc1Cl
    6.7, 0.0, /, -4.2, 22.1, -0.5, /, -10.3, 6.0
> COC(=O)c1ccccc1NC(=O)N1CCCC1
    8.9, -1.0, 4.4, -8.6, -5.3, -0.2, -7.7, 0.9, 4.2
> CCOC(=O)[C@H]1[C@H]2COc3ccccc3[C@@H]2N2C(=O)[C@@H](CO)NC(=O)[C@@]12C
    0.8, 2.9, -1.9, -6.6, -12.7, 1.3, -5.5, 6.7, -15.2
> Cc1nc(Nc2ccc(Cl)cc2)c(C#N)c(=O)[nH]1
    -6.7, 0.4, 7.8, 1.3, 11.2, 0.3, -12.1, 13.1, -11.2
> CCOC(=O)[C@]12CCCC=C1N(Cc1cccc3ccccc13)C(=O)[C@H](CC(=O)NCc1cccc3ccccc13)C2
    -9.4, 0.7, /, /, -7.9, 0.6, /, /, /
> O=C(N/N=C/c1cccc(OC(=O)c2ccco2)c1)c1ccc(F)cc1
    1.7, 3.0, -10.8, -5.9, -4.1, 1.4, -4.3, 10.7, -2.0
> CN(CCO)c1ccc(-c2nn(C)c(=O)c3ccccc23)cc1[N+](=O)[O-]
    9.3, 1.9, -18.9, 0.8, 10.6, -0.2, -10.1, -2.0, 0.5
> COc1ccc(C2Nc3ccccc3C(=O)N2NS(=O)(=O)c2ccccc2)c(OC)c1 (stereo not drawn)
    -18.3, 1.4, -8.6, -2.9, -3.9, -0.2, -6.0, 11.3, -2.4
> O=S(=O)(NCCCc1ccccc1)c1ccc(Br)cc1
    -8.7, -1.9, -9.1, -5.5, 9.8, 0.1, -11.5, -2.4, 6.0
> CCS(=O)(=O)c1ccc(O)c(NC(=O)COc2ccc(C)cc2)c1
    -6.9, 1.4, -3.5, -9.5, -8.7, 1.7, -5.3, 1.2, 1.5
> CCOP(=O)(OCC)c1nc(-c2ccccc2)oc1NCc1ccccc1
    4.9, -0.2, -21.5, -7.4, 2.3, -0.5, 3.2, -1.7, -0.6
> CCOc1ccc(N(CC(=O)NC(C(C)C)C(C)C)S(=O)(=O)c2ccc(OC)c(OC)c2)cc1
    -3.9, 2.0, -24.5, -7.6, -8.9, 0.6, -10.9, 9.8, -6.8
> CC1CCCCN1Cc1nc2c(c(=O)n(C)c(=O)n2C)n1Cc1c(F)cccc1Cl (stereo not drawn)
    -2.2, 1.3, -11.9, -4.0, -0.8, 0.7, -2.2, 4.3, -5.6
> CCNC(=O)NC(=O)C(C)OC(=O)c1oc2ccc(OCC)cc2c1C (stereo not drawn)
    -3.1, 0.1, -22.5, -4.6, -6.1, 0.2, -5.4, 2.4, -15.6
> C[C@H](CO)N1C[C@H](C)[C@@H](CN(C)Cc2ccncc2)Oc2c(NS(=O)(=O)c3ccc(Cl)cc3)cccc2C1=O
    6.7, 1.0, -20.2, -6.4, -4.3, 0.2, 1.0, 0.1, -3.4
> Cc1ccccc1N1C(=O)C2ON(c3ccccc3)C(c3cccnc3)C2C1=O (stereo not drawn)
    0.4, 4.7, -4.2, -3.9, -1.1, 1.5, -4.8, 0.3, 0.3
> COC(=O)c1cc(C)nc(Sc2ccccc2NC(C)=O)n1
    -16.5, 0.4, -12.0, -1.9, -6.5, 0.6, -2.2, 15.9, -8.9
> COc1ccc(-c2nnc(-c3ccc(N)cc3)o2)cc1
    -7.7, 0.9, -7.1, -3.6, -1.6, 0.2, -6.9, 6.3, -4.6
> CCOc1ccc(NC(=O)CN(C)C(=O)CSCc2ccc(C)cc2)cc1OCC
    -10.7, 12.4, -18.1, 1.3, -3.6, 3.5, 1.3, 20.0, -14.1
> O=C(O)Cn1c(=O)c2c(c3ccccc31)CCC2
    -0.4, 0.2, -2.3, -5.4, -6.2, 0.5, -2.6, 10.2, -14.5
> COc1ccc(C(=O)CCN2CCC(C)CC2)cc1
    -0.9, 11.6, -7.2, -7.4, -7.6, 3.7, -8.4, -4.3, 7.7
> O=C(NCC(=O)N1CCN(c2ccccc2F)CC1)c1cccs1
    -2.3, 1.0, -10.8, -2.9, -2.8, 8.6, -5.1, 4.3, -1.2
> COc1ccc2nc(N3CCCC(C(=O)NCCc4ccc(OC)c(OC)c4)C3)sc2c1 (stereo not drawn)
    -1.7, 18.1, -46.6, -3.0, -3.3, 8.2, 2.0, -8.3, 14.7
> COC(=O)[C@@H](C)NC(=O)c1ccc2oc(CCc3ccccc3)nc2c1
    6.7, -0.7, -7.9, -4.2, -8.6, -0.3, -16.8, 2.4, -16.1
> Cc1ccccc1NC(=O)C(C)OC(=O)CCC(=O)c1ccccc1 (stereo not drawn)
    -20.4, 0.4, /, 4.0, 12.9, 0.0, /, 19.6, -25.2
> O=C(O)C1(c2ccccc2)CCN(S(=O)(=O)c2cccs2)CC1
    -0.9, 0.8, 8.1, -1.6, -15.4, 1.3, 0.9, 8.3, -9.0
> COc1ccc(-c2nc(SCc3ccccc3)n(C(=O)c3ccco3)n2)cc1
    -6.3, 2.0, -3.7, -2.4, -0.9, -0.6, 1.5, 6.3, -7.6
> Cc1cc(C)nc(NC(=O)NS(=O)(=O)N2CCCCCC2)n1
    5.1, -0.5, -10.3, 2.5, 1.7, -0.2, -5.5, 10.2, -54.2
> Cc1ccc2cc(C)c(SCC(=O)Nc3cc(C)on3)nc2c1
    -41.1, 0.6, -10.4, -9.0, -3.6, -1.0, -4.5, 7.7, -11.8
> c1ccc(C2(Cn3ccc4ccccc43)OCCO2)cc1
    6.8, 1.4, -18.0, 1.6, 5.0, 4.1, -0.2, 8.7, 2.0
> Cc1cc(C)c(C(=O)Nc2ccc3c(c2)OCCO3)c(C)c1
    -7.9, 0.0, /, -4.3, -11.1, 1.4, /, 16.8, -22.6
> CC12CCC(C(=O)N/N=C/c3ccc(O)cc3O)(OC1=O)C2(C)C (stereo not drawn)
    -8.7, 0.5, -10.7, -3.3, 10.3, -0.3, -3.5, 9.3, -17.7
> O=[N+]([O-])c1ccc(S(=O)(=O)N/N=C/c2ccsc2)cc1
    7.5, 0.0, /, -3.1, -7.6, 0.9, /, -5.9, 16.5
> COc1ccc(O)c(/C=N/N2CCOCC2)c1
    8.8, 0.5, -6.0, -2.0, -16.2, 0.8, -4.8, 4.7, -7.5
> O=C(NCCN1CCOCC1)C(=O)NCC1OCCN1S(=O)(=O)c1ccc(F)cc1 (stereo not drawn)
    -4.4, 0.2, -6.1, -1.6, -3.9, 0.7, -3.3, 8.5, -9.4
> COc1ccc(CCNS(=O)(=O)c2cn(C)c(=O)n(C)c2=O)cc1
    -1.7, 0.6, -0.8, -3.1, -10.0, 0.5, -2.5, 4.5, -8.0
> Cc1ccc(CN2CCN(c3ncccn3)CC2)o1
    -4.5, 1.2, -3.5, -3.8, 11.4, -0.5, 0.0, 13.5, -29.5
> Cc1cccc(NC(=O)c2ccc(NCCO)c([N+](=O)[O-])c2)n1
    4.7, 2.1, -8.8, -3.3, -5.2, 1.1, 4.2, -1.1, -0.6
> O=c1[nH]c(C2CCN(S(=O)(=O)c3ccc4c(c3)OCCO4)CC2)nc2c1nnn2Cc1ccccc1
    90.3*, -0.5, /, -5.7, 5.2, -1.3, /, 15.1, -12.5
> CNC[C@H]1OCc2ccccc2-c2ccccc2C(=O)N([C@H](C)CO)C[C@H]1C
    -17.9, 0.8, /, -5.6, -8.8, 1.0, /, 7.6, -11.5
> O=C(Nc1ccccc1)N1CCN(c2ccccn2)CC1
    -3.9, 1.4, 2.2, -3.9, -9.7, 0.5, -8.6, 10.2, -15.4
> COc1ccc(C(=O)N2CCC2(C)C(=O)NC(C)C)cc1 (stereo not drawn)
    0.7, 0.5, /, -1.2, -5.5, 1.3, /, 11.2, -16.0
> COc1ccc(C(=O)N/N=C/c2c(CO)cnc(C)c2O)cc1
    2.2, 0.8, 4.8, -1.9, -9.8, -0.1, -1.1, 0.0, 0.1
> CC(=O)N1CCc2[nH]c3ccc(C)cc3c2C1
    -13.2, 0.8, 6.4, 12.2, -3.5, 0.5, -2.1, 11.4, -16.7
> COc1ccc(/C=C(/NC(=O)c2ccco2)C(=O)N2CCOCC2)cc1
    -2.1, -1.0, -8.9, -2.8, -18.1, 1.3, -5.0, 5.9, -4.3
> COc1ccc(OCC(=O)Nc2c(Cl)ccc3nsnc23)cc1
    12.9, 3.7, /, -3.4, -2.4, 2.9, /, 5.9, -5.9

# The list goes on:
# Screens in order: M4 antag, CHRM4 agonist, CHO parental Ca, CHRM1 agonist, CHO-K1 Ca antag, M1 ag parental, OXTR potentiator, M1 PAM, CHRM1 antagonist
> CCOc1ccc(NC(=O)CN(C)C(=O)c2ccc(OCc3ccccc3)c(OC)c2)cc1OCC
    -14.0, 0.2, -38.1, -0.3, 1.0, 0.0, -9.8, 5.2, 1.4
> Cc1csc(NC(=O)C2CCCO2)n1 (stereo not drawn)
    -0.8, 0.8, 2.2, -4.3, -3.5, 0.6, 1.5, 4.3, -7.1
> CCOC(=O)C(=CNc1cc(C(F)(F)F)ccc1N1CCOCC1)C(=O)OCC
    -8.5, -0.9, -18.0, -2.0, -2.8, 0.3, -13.0, -5.4, 9.0
> COc1ccc(CN(C)Cc2c(O)ccc3ccccc23)cc1
    6.8, 2.6, -15.3, -0.7, -12.0, 0.3, -7.1, 17.1, -5.5
> COc1ccccc1CC(NC(C)=O)C(=O)NC1CCN(C(=O)Nc2cccc(F)c2)CC1 (stereo not drawn)
    6.2, 0.8, /, -3.4, -19.3, 0.9, /, 15.4, -14.7
> Cc1cc(C(=O)COc2ccc(Cl)cc2Br)c(C)n1C
    -2.8, 3.2, 26.3*, -1.3, -6.7, 0.2, -6.5, 8.9, -3.0
